CHRM1 antagonist – human CHRM1 antagonism; P11229; CHO-K1 hM1, Fluo-8 calcium fluorescence, ACh EC80 antagonist; inhibition, % at 3 µM; 360,000 compounds, 1.3% hits;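 active = percent inhibition above its own plate's cutoff, namely the mean of that plate's compound wells plus 3 SD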;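 note: peak over basal fluorescence ratio during 140 s after agonist addition; 0% = ACh EC80 plus DMSO and 100% = DMSO alone without agonist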
Target sequence (P11229 whole entry, looked up): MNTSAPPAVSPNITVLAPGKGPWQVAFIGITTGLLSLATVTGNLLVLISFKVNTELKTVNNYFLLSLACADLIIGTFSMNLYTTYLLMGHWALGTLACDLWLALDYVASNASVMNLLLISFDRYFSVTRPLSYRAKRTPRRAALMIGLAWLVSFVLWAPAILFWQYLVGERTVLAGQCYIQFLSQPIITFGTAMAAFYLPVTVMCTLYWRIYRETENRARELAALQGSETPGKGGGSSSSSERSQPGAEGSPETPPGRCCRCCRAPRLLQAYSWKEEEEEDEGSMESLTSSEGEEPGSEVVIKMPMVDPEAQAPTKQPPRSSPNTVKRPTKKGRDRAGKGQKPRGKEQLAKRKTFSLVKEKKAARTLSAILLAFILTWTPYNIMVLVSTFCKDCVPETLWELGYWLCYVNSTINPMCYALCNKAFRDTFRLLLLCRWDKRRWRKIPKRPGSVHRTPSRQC
CHRM4 agonist – CHRM4 agonism in calcium assay. activation, % at 3 µM. 360,000 compounds, 0.14% hits. CHO-K1 hM4/Gqi5, Fluo-8 calcium fluorescence; vehicle 0%, full acetylcholine response 100%;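 active = activation above the run mean over all test wells plus 3 SD, cut at about 32% in these data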;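 note: peak over basal fluorescence ratio per well then scaled between controls; 0% = DMSO wells and 100% = acetylcholine at EC100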
CHRM4 antagonist – CHRM4 antagonism in calcium assay; CHO-hM4 cells, ACh EC80, Fluo-8 calcium fluorescence; AID 624125; P08173; inhibition, % at 3 µM; 360,000 compounds, 0.73% hits;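 active = inhibition above its plate's cutoff, the mean inhibition of sample wells plus 3 SD, cut at about 27% in these data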;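 note: 0% = acetylcholine EC80 with DMSO and 100% = DMSO without agonist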
CHRM5 PAM – CHRM5 positive allosteric modulation; AID 624038; activation, % at 3 µM; P08912; CHO-K1 hM5, Fluo-8 calcium, ACh EC20 PAM; 0% = ACh EC20, 100% = ACh EC100; 360,000 compounds, 0.3% hits;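 active = activation above the run cutoff, the mean activation of all test compounds plus 3 SD, cut at about 18% in these data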
Target sequence (P08912 whole entry, looked up): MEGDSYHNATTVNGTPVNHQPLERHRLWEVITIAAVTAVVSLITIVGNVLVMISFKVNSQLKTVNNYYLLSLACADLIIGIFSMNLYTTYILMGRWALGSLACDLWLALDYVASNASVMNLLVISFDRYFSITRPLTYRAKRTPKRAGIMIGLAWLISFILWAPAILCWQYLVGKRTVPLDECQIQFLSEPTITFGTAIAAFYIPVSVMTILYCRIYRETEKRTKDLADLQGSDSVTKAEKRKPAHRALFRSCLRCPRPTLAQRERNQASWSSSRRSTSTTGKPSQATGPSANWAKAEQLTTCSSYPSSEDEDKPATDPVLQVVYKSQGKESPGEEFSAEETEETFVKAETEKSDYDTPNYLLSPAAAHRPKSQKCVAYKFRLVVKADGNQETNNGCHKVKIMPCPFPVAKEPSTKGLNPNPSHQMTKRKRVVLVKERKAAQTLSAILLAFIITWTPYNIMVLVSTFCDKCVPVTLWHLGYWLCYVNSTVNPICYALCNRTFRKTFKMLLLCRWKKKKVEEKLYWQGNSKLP
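Test system: CHO-K1 hM5 cells / Doses: single-point, 3 µM nominal / Times: Post-acetylcholine fluorescence recording 140 s / Technique: Fluo-8 calcium fluorescence / Measure: Max/basal fluorescence ratio as % of EC20–EC100 ACh window / Benchmarks: low control EC20 acetylcholine (0%), high control EC100 acetylcholine (100%) / Replicates: one well per compound, no replicates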
CHRM5 agonist – agonists of human muscarinic M5 receptor (CHRM5) | activation, % at 3 µM | 360,000 compounds, 0.19% hits | CHO-K1 hM5 cells, Fluo-8 calcium fluorescence; 0% DMSO wells, 100% maximal acetylcholine response;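 active = activation above the run's mean over test compounds plus 3 SD, cut at about 23% in these data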;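 note: signal is peak over basal fluorescence ratio across the kinetic read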
CRFBP-R2 agonist – agonists of human CRF-binding protein/CRF-R2 receptor complex; 350,000 compounds, 0.46% hits; activation, % at 13.2 µM; HEK293 CRF-R2/CRF-BP, calcium dye fluorescence (FLIPR); percent of saturating CRF peptide response; AID 588473;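 active = activation of at least 50%, plus an integration ratio under a set limit after plate pattern correction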;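 note: plate controls were neutral control wells without compound for no effect and CRF at EC100 for full effect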
M1 PAM – positive allosteric modulators of human M1 muscarinic receptor; P11229; CHO-K1 hM1, Fluo-8 calcium fluorescence, ACh EC20; 0% = ACh EC20, 100% = maximal ACh; activation, % at 3 µM; 360,000 compounds, 0.088% hits; AID 588819; in the data active = activation above about 19%, passing the limit was not always enough
M5 antag – CHRM5 antagonism in calcium assay. inhibition, % at 3 µM. 360,000 compounds, 0.59% hits. CHO-hM5 cells, Fluo-8 calcium fluorescence, ACh EC80. P08912;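 active = inhibition above a per-plate cutoff, the mean of that plate's test compounds plus 3 SD, cut at about 27% in these data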;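 note: 0% = acetylcholine EC80 with DMSO and 100% = DMSO without agonist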
M4 PAM – positive allosteric modulators of human muscarinic M4 receptor. P08173. CHO-K1 hM4/Gqi5, Fluo-8 calcium fluorescence, ACh EC20; 0% = ACh EC20, 100% = maximal ACh. activation, % at 3 µM. 360,000 compounds, 0.4% hits. AID 624126;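 active = activation above its plate's cutoff, the mean activation of sample wells plus 3 SD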; note: some results filed as inactive read as strong as hits
* hit, by the source's call; · = no result given. The order is random; overall some 2.8% were active at least once.

SMILES | CHRM1 antagonist | CHRM4 agonist | CHRM4 antagonist | CHRM5 PAM | CHRM5 agonist | CRFBP-R2 agonist | M1 PAM | M5 antag | M4 PAM
O=c1cc(CN2CCN(S(=O)(=O)c3ccccc3)CC2)nc2ccc(Cl)cn12 | -3 | 2 | -2 | 2 | 0 | 1.2 | -2 | 1 | 1
CCOc1ccc(C(C)(C)C)cc1S(=O)(=O)n1nc(C)cc1C | 13 | -2 | -4 | -12 | -7 | 0.3 | -7 | 0 | -3
CC(C)(C)S(=O)(=O)/C(C#N)=N/Nc1ccc(S(C)(=O)=O)cc1 | -7 | 0 | 1 | 5 | 0 | -2.0 | 9 | -2 | 0
CCOC(=O)c1c(-c2ccncc2)csc1N | -27 | 1 | -5 | 2 | -7 | 1.1 | 5 | 3 | 2
COC(=O)C1=C(C(=O)OC)[C@@H]2N(C)c3ccc(OC)cc3[C@@]23C[C@@H](C(=O)OC)N(S(=O)(=O)c2ccc([N+](=O)[O-])cc2)C3=N1 | -2 | 0 | 2 | -4 | -3 | -1.4 | 7 | 8 | 0
COc1ccc(-n2c(-c3ccccc3)nc(=S)c3c2CCCC3)cc1 | -28 | -1 | -4 | 3 | -2 | -1.8 | 6 | 2 | -2
C=CC[C@H](CC(=O)NCCO)C(=O)N[C@@H](C)COC(=O)[C@H](CC=C)CC(=O)OC(C)(C)C | -1 | 0 | -2 | 0 | 0 | -0.9 | 1 | -2 | 1
Cc1cc(C(F)F)n2nc(C(=O)Nc3cccc(C(F)(F)F)c3)nc2n1 | -3 | 0 | 7 | 0 | -1 | -0.2 | 2 | -1 | 1
NS(=O)(=O)c1cccc(NC(=O)CSc2nc3nc(-c4cccs4)cc(C(F)(F)F)c3c(=O)[nH]2)c1 | -22 | 0 | 6 | 4 | -3 | -0.1 | 15 | 7 | 18
C#CCOCCOCCOCCNc1nc(N2CCN(C(=O)Cn3cc(CC(C)O)nn3)CC2)nc(N2CCN(C(=O)[C@H](CCCCN)n3cc(CCC(=O)O)nn3)CC2)n1 (stereo partly specified) | -2 | 2 | -7 | -1 | 2 | -2.4 | 5 | 11 | 6
CC(OC(=O)CN1C(=O)c2ccccc2C1=O)C(=O)NC1(C#N)CCCCC1 (stereo unspecified) | -16 | 1 | 2 | 7 | 1 | -2.2 | 22 | 2 | 3
Cc1cc(C)c(S(=O)(=O)c2ccccc2)c(OC(=O)c2c(Cl)cccc2Cl)n1 | -19 | -1 | 1 | 1 | -5 | 2.0 | 2 | 8 | 2
CC(=O)Oc1ccccc1Cn1c(C)c(C(=O)NCc2ccccc2C(F)(F)F)sc1=O | -3 | 2 | -7 | -4 | 0 | · | -1 | -2 | 5
O=c1cc(CN2CCN(c3ccc(Cl)c(Cl)c3)CC2)c2c(ccc3ccccc32)o1 | -9 | 0 | -5 | 4 | 0 | · | 7 | -2 | 4
CN(C(=O)c1ccc(NC(=O)Cc2ccc(NC(=O)C3CCCN(C(=O)C4CCCCC4)C3)cc2)cc1)C1CC1 (stereo unspecified) | -4 | 0 | -6 | 8 | 3 | -0.2 | 9 | 5 | 2
COC(c1ccccc1)c1nnc(CCC(=O)N(C)CCOc2ccccc2)o1 (stereo unspecified) | -11 | 2 | 5 | -13 | -3 | 1.2 | 10 | 14 | 4
Cc1ccc(-n2nnnc2SCC(=O)N2CCNC2=O)cc1C | -6 | 0 | 0 | 0 | 1 | 2.0 | 12 | 1 | 11
Cc1ccc(CNC(=O)c2cn(C)c3ccc(S(=O)(=O)N4CCOCC4)cc3c2=O)cc1 | 1 | 0 | 6 | -4 | -4 | 0.2 | -3 | 7 | 0
Cc1nc(N2CCOCC2)[nH]c(=O)c1CCC(C)C | -5 | 0 | 8 | 1 | 0 | 2.5 | 4 | 3 | -4
CN(C(=O)CSc1nnc(Cc2cccc3ccccc23)n1N)C1CCS(=O)(=O)C1 (stereo unspecified) | 2 | 0 | 16 | 0 | 0 | -1.0 | 1 | -1 | 1
S=C(Nc1ccc(Oc2ccccc2)cc1)N1CCN(c2ccccn2)CC1 | -1 | 8 | 8 | -16 | -2 | 1.4 | -5 | 8 | -8
COc1ccc(CCNC(=O)CCNS(=O)(=O)c2cccc(Cl)c2)cc1OC | -6 | 1 | 10 | 1 | 1 | -0.4 | 8 | -5 | 9
Cc1sc(-c2ccncc2)nc1OC(=O)c1ccc(Cl)cc1 | 0 | -1 | -22 | -8 | -8 | 1.6 | -7 | -5 | 11
O=C(Nc1ccccc1)n1cc(-c2ccccn2)c(N2CCOCC2)n1 | -7 | 1 | 6 | -4 | 2 | -0.7 | 12 | 3 | 0
COc1ccc(NC(=O)COc2ccc3c(c2)CCC3)cc1 | -1 | 0 | -1 | -1 | -6 | 0.5 | 3 | 4 | 4
CC(=O)Nc1ccc(CCCCc2ccccc2)cc1 | -11 | 0 | 0 | -1 | -2 | -1.3 | 3 | 11 | 2
CN(C)/C=C(/C(=O)c1ccc(Cl)cc1)S(=O)(=O)c1ccc(Cl)cc1 | -2 | 0 | -1 | 4 | 1 | 1.2 | 4 | -8 | 4
Cc1ccc(C)c2sc(NC(=O)c3nc4ccccc4s3)nc12 | -8 | 1 | -5 | -11 | -1 | 0.0 | -1 | 3 | -8
O=C(O)C1CCN(Cc2cnn(-c3ccccc3)c2-n2cccc2)CC1 | 2 | 0 | 13 | -3 | 1 | 0.1 | -1 | -2 | -7
COc1ccc(C(=O)N2CCN(C(=O)CC(C)C)CC2)cc1OC | -12 | 0 | 0 | 2 | 1 | 1.3 | 9 | 0 | 1
O=C(Cn1nc(C(=O)O)c2ccccc2c1=O)Nc1cccc(S(=O)(=O)N2CCCC2)c1 | -4 | 6 | -2 | -1 | 4 | 0.2 | 0 | 10 | -2
O=C(NCc1ccco1)c1nc2ccccc2s1 | 15 | 0 | 6 | -5 | -4 | -0.4 | -6 | 11 | -1
O=C(COC(=O)c1n[nH]c2ccccc12)c1cccc(Br)c1 | 8 | 2 | -5 | -10 | -1 | 1.6 | 1 | 10 | -2
COc1ccc(/[N+]([O-])=C/c2ccoc2)cc1 | 3 | 4 | -13 | 0 | 2 | 5.5 | 6 | 12 | 6
CC(=O)c1sc(Nc2ccc(C)cc2)nc1C | 2 | 0 | 14 | 7 | -3 | 1.1 | -2 | 3 | -3
COc1ccc(OC)c(C2C(C(=O)c3ccccc3)=C(C)Nc3nc4ccccc4n32)c1 (stereo unspecified) | 9 | 5 | 2 | 1 | 1 | 0.2 | 6 | 19 | -2

A different layout for part of the listing above:
mol,CHRM1 antagonist,CHRM4 agonist,CHRM4 antagonist,CHRM5 PAM,CHRM5 agonist,CRFBP-R2 agonist,M1 PAM,M5 antag,M4 PAM
O=C(Nc1ccccc1)n1cc(-c2ccccn2)c(N2CCOCC2)n1,-7,1,6,-4,2,-0.7,12,3,0
COc1ccc(NC(=O)COc2ccc3c(c2)CCC3)cc1,-1,0,-1,-1,-6,0.5,3,4,4
CC(=O)Nc1ccc(CCCCc2ccccc2)cc1,-11,0,0,-1,-2,-1.3,3,11,2
CN(C)/C=C(/C(=O)c1ccc(Cl)cc1)S(=O)(=O)c1ccc(Cl)cc1,-2,0,-1,4,1,1.2,4,-8,4
Cc1ccc(C)c2sc(NC(=O)c3nc4ccccc4s3)nc12,-8,1,-5,-11,-1,0.0,-1,3,-8
O=C(O)C1CCN(Cc2cnn(-c3ccccc3)c2-n2cccc2)CC1,2,0,13,-3,1,0.1,-1,-2,-7
COc1ccc(C(=O)N2CCN(C(=O)CC(C)C)CC2)cc1OC,-12,0,0,2,1,1.3,9,0,1
O=C(Cn1nc(C(=O)O)c2ccccc2c1=O)Nc1cccc(S(=O)(=O)N2CCCC2)c1,-4,6,-2,-1,4,0.2,0,10,-2
O=C(NCc1ccco1)c1nc2ccccc2s1,15,0,6,-5,-4,-0.4,-6,11,-1
O=C(COC(=O)c1n[nH]c2ccccc12)c1cccc(Br)c1,8,2,-5,-10,-1,1.6,1,10,-2
COc1ccc(/[N+]([O-])=C/c2ccoc2)cc1,3,4,-13,0,2,5.5,6,12,6

Additional structures follow.
SMILES | CHRM1 antagonist | CHRM4 agonist | CHRM4 antagonist | CHRM5 PAM | CHRM5 agonist | CRFBP-R2 agonist | M1 PAM | M5 antag | M4 PAM
NC(=O)C1CCN(Cc2nc3cc(Cl)ccc3c(=O)[nH]2)CC1 | -10 | 1 | 15 | 0 | 2 | 0.0 | 6 | -2 | -6
CCCN1Cc2cccc(C(=O)Nc3ccc4c(c3)OCCO4)c2C1=O | -11 | 1 | -4 | 1 | 1 | 1.4 | 7 | -3 | 5
CCN(CC)C(=O)CSc1nc(C)cc(C)n1 | -4 | 0 | -9 | 6 | -2 | -0.5 | 1 | 4 | 11
COc1ccc(CNC(NC(=O)c2ccccc2)(C(F)(F)F)C(F)(F)F)cc1 | -3 | 0 | -7 | 0 | -1 | 4.4 | 0 | -5 | -4
O=S(=O)(Nc1ccc(-c2ccc(N3CCOCC3)nn2)cc1)c1cc(Cl)ccc1Cl | 13 | 14 | -11 | -1 | 1 | 0.2 | -6 | -10 | -8
COc1ccc(CN(C)C(=O)c2ccc(NC(=O)CC3SC(N4CCCC4)=NC3=O)cc2)c(OC)c1OC (stereo unspecified) | -7 | 0 | -1 | 7 | -4 | 1.1 | 7 | 5 | 11
COc1ccc(-c2nnc(SCC(=O)c3cccs3)o2)c(OC)c1 | -16 | 2 | -7 | 0 | 3 | -1.8 | 8 | -7 | 8
CCCn1c(=S)[nH]c2ccc(C(F)(F)F)cc21 | 23 | 0 | 5 | -2 | -2 | -4.0 | -10 | 7 | -8
Cc1nn(Cc2ccccc2)c(Cl)c1C(=O)NCCc1ccccc1 | 3 | 3 | 3 | 1 | -4 | -1.6 | 4 | 6 | -2
Cc1nn(-c2ccccc2)c(NC(=O)C(C)C)c(-c2ccccc2)c1=O | -16 | 0 | 14 | 0 | -1 | -1.2 | 6 | 5 | -8
CCOc1cc(-c2sc(Nc3cc(C)ccc3OC)n[n+]2-c2ccccc2)ccc1OC | -10 | 2 | -15 | -4 | -7 | -4.3 | 1 | 7 | 2
CCN(CCNC(=O)C1CCN(S(=O)(=O)CC)CC1)c1ccccc1 | -7 | 1 | 1 | -4 | 2 | -0.4 | 2 | -5 | 0
Cc1noc(C)c1S(=O)(=O)N1CCN(c2ccc([N+](=O)[O-])cc2)CC1 | -3 | 2 | 7 | 1 | -2 | -1.2 | 0 | -14 | 2
O=C(Nc1ccc(Cl)cc1)N1CCc2ccccc2C1 | -5 | 3 | 1 | 6 | -7 | 3.6 | -7 | 1 | 6
OC(c1ccc(-c2ccccc2)cc1)c1ncc(-c2ccccc2Cl)[nH]1 (stereo unspecified) | -12 | 5 | -7 | 0 | 1 | · | 2 | -4 | 3

Compound activity (PubChem)
